N370S GC: N370S glucocerebrosidase modulation, Gaucher chaperone candidate | P04062 | N370S GC spleen homogenate, 4MU-glucoside fluorescence | Potency, µM (highest dose often 59.4 µM), inactives show at the highest dose activity change, negative = inhibition, actives largely listed as inhibitors | 330,000 compounds, 0.092% hits | AID 2101;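 note: 0% = full enzyme activity and -100% = no enzyme basal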
FEN1 inhibitor: inhibitors of human flap endonuclease 1; P39748; 390,000 compounds, 0.35% hits; Recombinant FEN1 flap cleavage, fluorescence, 15 min; Potency, µM (top dose mostly 114 µM), without a hit: at the top dose activity change, negative = inhibition, most hits filed as inhibitors; note: nearly all actives have a fitted effect of over 65% in size
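FEN1 at 10 nM, compound pretreatment for 15 min (room temperature), 50 nM final substrate to initiate; endpoint reads at 0 and 15 min; DMSO-only plates used as vehicle background.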
KAT2A inh: blocks human GCN5L2 histone acetyltransferase. Q92830. GCN5L2 HAT assay, ThioGlo1 CoA-SH fluorescence. Potency, µM (series often up to 58.9 µM), inactives show top-dose activity change, negative = inhibition, most hits filed as inhibitors. 390,000 compounds, 0.21% hits. AID 504327
Target sequence (Q92830 whole entry, looked up): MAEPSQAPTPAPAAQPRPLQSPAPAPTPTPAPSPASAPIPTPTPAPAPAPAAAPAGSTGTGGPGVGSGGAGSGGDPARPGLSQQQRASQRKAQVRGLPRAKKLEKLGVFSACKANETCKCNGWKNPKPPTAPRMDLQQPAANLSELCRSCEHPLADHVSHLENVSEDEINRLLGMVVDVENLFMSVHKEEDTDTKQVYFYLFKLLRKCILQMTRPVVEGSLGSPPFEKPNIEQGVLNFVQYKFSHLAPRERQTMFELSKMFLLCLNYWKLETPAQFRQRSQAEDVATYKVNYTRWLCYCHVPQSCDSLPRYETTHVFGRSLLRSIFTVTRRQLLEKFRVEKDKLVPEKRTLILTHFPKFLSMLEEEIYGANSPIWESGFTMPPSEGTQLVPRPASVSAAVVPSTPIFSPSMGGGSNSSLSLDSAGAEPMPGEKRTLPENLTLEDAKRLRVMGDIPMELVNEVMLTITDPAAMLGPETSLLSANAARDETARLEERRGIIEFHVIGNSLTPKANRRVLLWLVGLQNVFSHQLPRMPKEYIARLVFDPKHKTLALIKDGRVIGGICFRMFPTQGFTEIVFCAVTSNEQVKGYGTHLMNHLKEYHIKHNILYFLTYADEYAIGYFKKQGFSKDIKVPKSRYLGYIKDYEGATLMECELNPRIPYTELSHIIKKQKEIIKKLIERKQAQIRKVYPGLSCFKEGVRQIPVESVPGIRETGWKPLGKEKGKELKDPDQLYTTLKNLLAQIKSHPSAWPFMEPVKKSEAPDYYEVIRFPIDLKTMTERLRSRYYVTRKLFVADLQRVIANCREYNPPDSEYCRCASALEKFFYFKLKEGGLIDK
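Compounds, pin-transferred from DMSO stocks, meet 20nM GCN5L2 for 15 min before the reaction begins with H3(1-25) peptide (75uM) and acetyl-CoA (70uM). Thiol-reactive ThioGlo1 reports CoA release over 20 min at room temperature.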
An asterisk follows results filed as active; u = inconclusive; x = not tested or not shown; & = joins results of further samples; [ ] = another dose, or the depositor's remark. Calls come from the whole dose curve; as a rule, active = well fitted curve in the direction sought with a large enough effect; inconclusive = small, poorly fitted or top-dose-only effect, or another doubt; inactive = no such curve, though single readings can be large; an effect the other way counts as inactive or inconclusive. Unless noted, % is set by controls: 0 for no effect and ±100 for the full control effect; potency is the fitted concentration of half-maximal effect.

The opening two compounds, ahead of the listing:
SMILES	N370S GC	FEN1 inhibitor	KAT2A inh
Cc1cccc(NC(=O)C2CCCCN2S(=O)(=O)c2ccccc2)c1C (stereo not drawn)	x	10%	-1%
COc1cc(NC(C)C(=O)N2CC(C)OC(C)C2)cc(OC)c1 (stereo not drawn)	-4%	-2%	-12%

The listing, from the start:
SMILES	N370S GC	FEN1 inhibitor	KAT2A inh
Cc1cccc(NC(=O)C2CCCCN2S(=O)(=O)c2ccccc2)c1C (stereo not drawn)	x	10%	-1%
COc1cc(NC(C)C(=O)N2CC(C)OC(C)C2)cc(OC)c1 (stereo not drawn)	-4%	-2%	-12%
CC1(C)CC(=O)c2cnc(NCC3CCCO3)nc2C1 (stereo not drawn)	2%	8%	1%
Cc1cccc(NC(=S)N(CCN(C)C)C(C)c2ccco2)c1 (stereo not drawn)	-5%	-5%	2%
COc1ccccc1OCCNC(=O)CC(NC(C)=O)c1ccccc1 (stereo not drawn)	-15%	-19%	3%
O=C(NCCc1csc2nc(-c3ccccc3F)nn12)c1ccco1	x	-1%	-1%
CC(=O)c1ccc(N2CCN(S(=O)(=O)c3ccc(-c4coc(C)n4)cc3)CC2)cc1	x	-6%	1%
CCCOc1ccccc1-n1sc2c(c1=S)-c1cc(OC)cc3c1N(C(=O)C3=O)C2(C)C	10%	-17%	-1%
CCCCNc1cc(C)nc(NCc2ccccc2)n1	u	10%	-6%
COC(=O)c1cc(OC)c(OC)cc1NC(=O)CSCc1c(C)noc1C	x	-7%	-2%
CC1CCN(CCCCOc2ccc(Br)cc2)CC1	-5%	-6%	2%
CNc1ncnc2c1ncn2[C@@H]1O[C@H](CO)[C@@H](O)[C@H]1O	3%&6%	3%	-3%&-10%&4%
COc1ccccc1-n1c(C)cc(/C=C2/C(=N)N3C(=NC2=O)SN=C3S(C)(=O)=O)c1C	-1%	-1%	-24%
COc1ccc(Nc2oc(/C=C/c3ccc(OC)c(OC)c3)nc2C#N)cc1	x	0%	-4%
CCOC(=O)c1[nH]c(C)c(CCC(=O)NCc2ccccc2)c1C	x	-4%	-8%
COc1ccc(NS(=O)(=O)c2cccc(C(=O)NNC(=O)c3ccc(=O)[nH]c3)c2)cc1	x	1%	-2%
O=c1[nH]c(N/N=C/c2ccc(O)cc2)nc2ccccc12	u	u	2%
Cc1nnc(NC(=O)CSc2nccn2Cc2ccc(F)cc2)s1	-12%	3%&8%	1%&-14%
CN(Cc1ccccc1)C(=O)c1ccc(NC(=O)C2=CSCCO2)cc1	-5%	-1%	-16%
O=C(Nc1c(Cl)cc(Cl)cc1C(=O)NCc1cccnc1)c1ccc(Cl)cc1Cl	-3%	6%	-2%
CN(C(=O)CSc1nc2ccc(NC(=O)c3ccccc3F)cc2s1)c1ccccc1	x	10%	-6%
Cc1ccc(C)c(-n2c(Cc3cc(=O)[nH]c(=O)[nH]3)nnc2SCC(=O)NCC2CCCO2)c1 (stereo not drawn)	2%	4%	-9%
Cc1cc(OCC(=O)N(Cc2cccs2)C2CCS(=O)(=O)C2)ccc1Cl (stereo not drawn)	-7%	-9%	-8%
COc1ccc(F)cc1S(=O)(=O)Nc1cc2c3c(c1)CCN3C(=O)CC2	-3%	-3%	-5%
C/C(Cl)=C/Cn1c(=O)c2c(nc(Br)n2Cc2ccccc2)n(C)c1=O	15%	-7%	-4%

The list goes on; the last 6 above are carried over.
SMILES	N370S GC	FEN1 inhibitor	KAT2A inh
O=C(Nc1c(Cl)cc(Cl)cc1C(=O)NCc1cccnc1)c1ccc(Cl)cc1Cl	-3%	6%	-2%
CN(C(=O)CSc1nc2ccc(NC(=O)c3ccccc3F)cc2s1)c1ccccc1	x	10%	-6%
Cc1ccc(C)c(-n2c(Cc3cc(=O)[nH]c(=O)[nH]3)nnc2SCC(=O)NCC2CCCO2)c1 (stereo not drawn)	2%	4%	-9%
Cc1cc(OCC(=O)N(Cc2cccs2)C2CCS(=O)(=O)C2)ccc1Cl (stereo not drawn)	-7%	-9%	-8%
COc1ccc(F)cc1S(=O)(=O)Nc1cc2c3c(c1)CCN3C(=O)CC2	-3%	-3%	-5%
C/C(Cl)=C/Cn1c(=O)c2c(nc(Br)n2Cc2ccccc2)n(C)c1=O	15%	-7%	-4%
Cn1c(=O)c2sccc2n2c(CCC(=O)NCc3ccccc3Cl)nnc12	x	-5%	-3%
S=c1nc(-c2ccc(Cl)cc2)[nH][nH]1	-2%	4%	-7%
CC(C)(C)NC(=O)C(c1ccc(O)cc1)N(Cc1ccccc1)C(=O)CCC(=O)Nc1nccs1 (stereo not drawn)	-17%	1%	-1%
CCSc1ccc([C@@H]2[C@@H]3C(=O)N(CC)C(=O)[C@@H]3[C@]3(C(=O)OC)CCCCN23)cc1	-5%	-20%	-14%
CC(/C=C/c1ccco1)=N\NC(=O)c1cccc(Cl)c1	0%	3%	1%
CCCCCn1c(=N)n(CC(O)COc2cccc(C)c2)c2ccccc21 (stereo not drawn)	x	13%	4%
O=S(=O)(c1ccc2c(c1)OCCO2)N1CCN(c2cccc(Cl)c2)CC1	15%	-7%	-6%
Cc1cn2c(=O)cc(COC(=O)c3ccc(NC(=O)C(C)Oc4ccccc4)cc3)nc2s1 (stereo not drawn)	x	1%	15%
CCn1c(C(=O)O)c(S(=O)(=O)c2ccc(Cl)cc2)c2ccccc21	-4%	16%	-5%
CC(C)(C)c1ccc(C(CC(=O)O)NS(=O)(=O)Cc2ccccc2)cc1 (stereo not drawn)	-12%	16%	-2%
Cc1cc2cc(NC(=O)c3ccco3)ccc2[nH]1	-1%	0%	0%
O=C(c1ccco1)N1CCN(S(=O)(=O)c2ccc(Br)s2)CC1	0%	-9%	-5%
COc1ccc(-c2ocnc2C(=O)N2CCN(C(c3ccccc3)c3ccccc3)CC2)cc1	10%	2%	-12%
Cc1cccc(OCC(=O)OCC(=O)c2c(N)n(C)c(=O)n(C)c2=O)c1	0%	-10%	-3%
Cc1sc2ncn(CC(=O)NCCN3CCOCC3)c(=O)c2c1S(=O)(=O)N1CCC(C)CC1	8%	8%	-13%
O=C(Nc1ccc([N+](=O)[O-])cn1)c1cc(-c2cccc(Br)c2)nc2ccccc12	3%	4%	-6%
COc1ccc(N2CCN(C(=O)CNC(=O)c3ccco3)CC2)cc1	-2%	2%	-17%
CCC(c1ccccc1)c1nc(-c2cccnc2)no1 (stereo not drawn)	7%	2%	-1%
COc1ccc2c(c1OC)C(=O)N1c3ccccc3COC21 (stereo not drawn)	-6%	-12%	-3%
O=C1N=c2ccccc2=C1c1sc(=S)n(Cc2ccccc2Cl)c1O	-5%	0%	-11%
CCC(C)[C@@H](CN(N=O)[C@@H](Cc1ccccc1)CN(C)N=O)N(CCc1ccccc1)N=O (stereo partly drawn)	-10%	-15%	-3%
O=C(OCC(=O)N1CCN(c2ccccc2)CC1)c1ccc(Cl)cc1[N+](=O)[O-]	-1%	-9%	1%
CCOC(=O)c1c(C)n(C)c2cc(Br)c(O)c(O)c12	13%	14%	0%
C=CCn1c(=O)/c(=C2/Sc3cc(OC)ccc3N2C)s/c1=C1\C(=O)N(CC)C(=S)N1C	-3%	x	-2%
CCOC(=O)c1c(CSc2ccccc2)oc2cc(Br)c(O)c(CN(C)C)c12	-5%	2%	-4%

2 compounds drawn at random from those above:
SMILES	N370S GC	FEN1 inhibitor	KAT2A inh
Cc1cc2cc(NC(=O)c3ccco3)ccc2[nH]1	-1%	0%	0%
CCSc1ccc([C@@H]2[C@@H]3C(=O)N(CC)C(=O)[C@@H]3[C@]3(C(=O)OC)CCCCN23)cc1	-5%	-20%	-14%

(listing goes on)
SMILES	N370S GC	FEN1 inhibitor	KAT2A inh
CCOC(=O)C1=CN(Cc2ccc(OC)cc2)C=C(C(=O)OCC)C1c1cccs1	21%	-6%	-16%
NC(=O)COC(=O)c1ccc2noc(-c3ccccc3)c2c1	-15%	2%	1%
O=S(=O)(NCCS(=O)(=O)N1CCN(c2ccccc2)CC1)c1ccc(F)cc1	-12%	-12%	-3%
N[C@@H](C(=O)O)c1cc(O)ccc1Cl	-5%	x	-6%
CCCCc1ccc(-c2csc(/C(C#N)=C/c3ccco3)n2)cc1	10%	-12%	-6%
COc1cc(C(=O)NCc2nnnn2-c2ccc(C)c(C)c2)cc(OC)c1OC	x	3%	-7%
COc1ccc2[nH]c3c(=O)n4c(nc3c2c1)SCCC4	16%	-24%	-3%
COc1cc(C(=S)N2CCOCC2)cc(OC)c1OS(=O)(=O)c1ccc(NC(C)=O)cc1	-4%	4%	u
CN(Cc1ccccc1)c1ccc2cc(S(=O)(=O)N3CCCCC3)ccc2n1	x	-9%	19%
COc1cc(/C=C2\C(=O)N(c3ccc(S(N)(=O)=O)cc3)N=C2C)ccc1OC(=O)c1ccco1	-8%	-16%	-23%
Nc1[nH][nH]c(=O)c1N=Nc1cccc(Cl)c1	-6%	9%	-3%
Cc1ccc(C2(C)NC(=O)N(CC(=O)Nc3nc(-c4ccccn4)cs3)C2=O)cc1 (stereo not drawn)	-7%	-4%	-23%
COc1ccccc1-n1cnnc1SC(C)C(=O)NCC1CCCO1 (stereo not drawn)	x	1%	-5%
CCc1ccc(OCC(=O)NNC(=O)c2c(CC)noc2C)cc1	-2%	1%	0%
Cc1ccc(NC(=O)CN2C(=O)COc3ccc(C)cc32)nc1	-8%	16%	1%
Cc1ccc(Cn2c(C(=O)O)c(CNCc3ccccc3Cl)c3ccc(C)cc32)cc1	x	17%	-12%
Cc1cc(=O)c(C(=O)O)nn1-c1ccccc1Cl	-7%	6%	-2%
CCc1nc2ccc(C(=O)N(C)CC(=O)Nc3ccccc3C(F)(F)F)cc2nc1CC	x	-19%	-1%
COCCCN1C(=O)C(=O)/C(=C(/O)c2ccc(S(=O)(=O)N3CCOCC3)cc2)C1c1cccc(Cl)c1 (stereo not drawn)	-6%	-9%	-9%
Cc1cccc(NC(=S)Nc2cccc3ccccc23)c1	-7%	13%	-5%
CCCOc1ccc(C(=O)NCC(c2ccco2)N(C)C)cc1OC (stereo not drawn)	1%	-2%	2%
Cc1nn(-c2ccc(N3CCCC3)nn2)c(C)c1CCC(=O)NCc1ccc(F)cc1	x	5%	14%
OC1(CC#CCN2CCCCC2)c2ccccc2-c2ccccc21	18%	-6%	-8%
COc1c(Cl)cc(Cl)cc1C(=O)Nc1cccc2cccnc12	x	2%	-3%
CCOC(=O)C1(Cc2cccc(Cl)c2)CCCN(C(=O)CCC(=O)N(C)C)C1 (stereo not drawn)	-8%	17%	-3%

More records follow:
SMILES	N370S GC	FEN1 inhibitor	KAT2A inh
Cc1nn(C)c(Cl)c1CN1CCN(CC(C)C)C(CCO)C1 (stereo not drawn)	0%	13%	5%
Cc1cc(NC(=O)CSc2nnnn2-c2ccc(C(C)C)cc2)no1	-8%	1%	-8%
N#C/C(=C\c1ccc(-c2ccccc2)o1)C(=O)Nn1cnnc1	-9%	7%	-8%
O=C(CSc1nc2ccccc2s1)NNC(=O)Nc1ccc(Cl)c(Cl)c1	-7%	-3%	-4%
CC(O)CC(C(=O)NNc1ccccc1)C(=O)NNc1ccccc1 (stereo not drawn)	-2%	1%	-12%
O=C(c1ccc2c3n(nc2c1)-c1ccccc1CO3)N1CCOCC1	4%	-3%	-16%
COc1cccc(C2(O)CCN(C(=O)C3CC3)CC2)c1	9%	55%[activator]	-4%
C=CCNc1nc(C(=O)OCC(=O)Nc2cccc(SC)c2)cs1	-1%	5%	-5%
CCCCc1[nH]c(=O)c(C#N)c2c1CCCC2	-2%	-5%	-11%
CC1Cc2cc(S(=O)(=O)N3CCCCC3)ccc2N1C(=O)C1CCC1 (stereo not drawn)	-7%	-15%	-14%
CCC(C(=O)Nc1c2c(nn1C(C)(C)C)CS(=O)(=O)C2)c1ccccc1 (stereo not drawn)	-12%	2%	-6%
CCC(C)NC(=O)c1cc2c(Cl)nc3ccc(C)cc3c2s1 (stereo not drawn)	x	-4%	1%
O=C(COC(=O)Cc1ccsc1)Nc1ccc(Br)cc1	x	-18%	-1%
C=CCN1C(=O)N/C(=C/c2ccccc2OCC(=O)Nc2ccc(F)cc2)C1=O	17%	14%	0%
Cc1cccc(Cn2c(C)c(C)c3cc(C(=O)NCc4ccc(C)o4)ccc32)c1	x	10%	-12%

Filtered by structure: those above containing a nitro group on carbon (2)
SMILES	N370S GC	FEN1 inhibitor	KAT2A inh
O=C(Nc1ccc([N+](=O)[O-])cn1)c1cc(-c2cccc(Br)c2)nc2ccccc12	3%	4%	-6%
O=C(OCC(=O)N1CCN(c2ccccc2)CC1)c1ccc(Cl)cc1[N+](=O)[O-]	-1%	-9%	1%

Assay outcomes deposited in PubChem by National Center for Advancing Translational Sciences (NCATS).
